Screens deposited in PubChem by Sanford-Burnham Center for Chemical Genomics.
EphA4 KYL inhibition: EphA4 ligand-binding antagonists – biochemical, colorimetric, mouse EphA4, primary screen (AID 689); 62,000 compounds, 0.1% hits; EphA4-AP binding to KYL peptide, pNPP A405; higher % means a stronger effect; inhibition, % at 10 µM, or IC50 in µM where a hit was titrated; in the data active = a potency from the dose series; inactive = the rest, 99 in 100 with inhibition below about 22%
* marks the source's active call; other numbers are inactive results.

EphA4 KYL inhibition | canonical_smiles
-8% | Cc1cccc2cc(C(c3nnnn3C(C)(C)C)N(Cc3ccco3)CC3CCCO3)c(=O)[nH]c12 (stereo not drawn)
0% | CCC1=NN(C(=O)c2cccnc2)C(O)(c2ccccc2)C1 (stereo not drawn)
3% | CCn1c(CC(=O)Nc2ccc(C)c(Cl)c2)nnc1SCc1ccc(Cl)c(Cl)c1
-2% | CCOC(=O)C1CCN(Cc2cn[nH]c2-c2ccccc2)CC1
-15% | C(=C\c1ccccc1)/CSc1nnc(-c2cccnc2)o1
-8% | COc1ccc2[nH]c3c(N4CCC(O)(c5cccc(C(F)(F)F)c5)CC4)ncnc3c2c1
-17% | COc1cccc(-c2nnc3sc(-c4ccc(C)cc4)nn23)c1
-3% | COC(=O)c1c(C)oc2cc(Br)c(OCc3ccccc3)cc12

Next section:
EphA4 KYL inhibition | canonical_smiles
-20% | C=CCn1c(SCC(=O)NCCC2=CCCCC2)nc2ccc(Cl)cc2c1=O
-12% | CCOc1ccc(C2C(C(=O)OC)=C(C)N=C3SCCC(=O)N32)cc1OCC (stereo not drawn)
1% | CCCCCCC(=O)Nc1nc(C)c(-c2csc(Nc3cc(OC)ccc3OC)n2)s1
-5% | COc1ccc2oc(=O)c(C(=O)N3CCN(c4ccccc4)CC3)cc2c1
-2% | N#CCCn1c(SCC(=O)N2CCN(S(=O)(=O)c3ccccc3)CC2)nc2ccccc21
5% | COc1ccc(-n2c(SCC#N)nnc2-c2ccc(NS(=O)(=O)c3ccc(C)cc3)cc2)cc1
-20% | Nc1cc(S(=O)(=O)C(F)(F)F)ccc1C(=O)O
-4% | CC1CCCC(C)N1CCCNC(=O)Cn1cc2c(n1)CCCC2 (stereo not drawn)

The results go on:
EphA4 KYL inhibition | canonical_smiles
-1% | CCCc1nc(-c2cc(OC)c(OC)c(OC)c2)no1
-10% | COc1ccc2[nH]cc(C(=O)N3CCCCC3)c(=O)c2c1
-2% | C/C=C/CSc1nc2c(c(=O)[nH]c(=O)n2C)n1C(C)C
-5% | COc1cc(S(=O)(=O)N2CCN(c3ccccc3)CC2)ccc1Cl
-1% | COc1ccc(C2=Nn3c(nnc3-c3ccccn3)SC2)cc1
-12% | Cc1cc(/C=N/NC(=O)C(=O)N2CCCC2)c(C)n1-c1cccc(Br)c1
8% | Cc1cc(NC(=O)Cn2c(=O)n(Cc3ccccc3)c(=O)c3ccccc32)no1
-13% | COc1ccc(-c2nnc3sc(-c4cccs4)nn23)cc1OC

The listing continues.
EphA4 KYL inhibition | canonical_smiles
0% | Cc1cccc(C)c1N(CC(=O)Nc1cccc(N(C)S(C)(=O)=O)c1)S(C)(=O)=O
-11% | CCCC(c1nnnn1C1CCCC1)N1CCN(c2ccccc2F)CC1 (stereo not drawn)
-8% | CCOC(=O)C(=CNc1cc(C)ccc1C)C(=O)OCC
-5% | O=C(c1ccc(F)cc1)C1CCN(C(=O)NCc2ccccc2)CC1
-4% | Cc1sc2ncnc(SCC(=O)NNC(=O)COc3cccc4ccccc34)c2c1C
-8% | O=C(Nc1cccc(NC(=O)N2CCN(c3ccccc3)CC2)c1)N1CCN(c2ccccc2)CC1
-4% | Cc1cc2c(c(N3CCOCC3)n1)C(=O)OC2
-16% | O=C1c2ccccc2COc2ccc(O)cc21

More records
EphA4 KYL inhibition | canonical_smiles
38% | O=C(/C=C/c1ccc(-c2ccc([N+](=O)[O-])cc2)o1)c1cc2ccccc2o1
6% | O=C1C(=O)N(c2nc3ccccc3s2)C(c2ccc3c(c2)OCO3)/C1=C(/O)c1ccccc1 (stereo not drawn)
-4% | CN(C)c1ccc(C2N3CC4(C)CN2CC(C)(C3)C4O)cc1 (stereo not drawn)
-13% | CCn1c(CSc2nc(C)cs2)nc2cc(S(=O)(=O)N(C)C)ccc21
-5% | CCOCCCn1c(=S)[nH]c2cc(C(=O)N3CCN(C)CC3)ccc2c1=O
5% | Cc1ccc(Cn2c(=O)c3ccccc3n3c(SCC(=O)N4CCCCC4C)nnc23)cc1 (stereo not drawn)
-13% | COc1ccc(C(CNC(=O)CCOc2ccccc2)N(C)C)cc1 (stereo not drawn)
-12% | O=C1CC(c2ccccc2)Cc2nc(N3CCc4ccccc4C3)ncc21 (stereo not drawn)

Later entries.
EphA4 KYL inhibition | canonical_smiles
-5% | CN(CCCC(=O)Nc1ccncc1)S(=O)(=O)c1ccc(Cl)cc1
-5% | COc1cccc(NC(=O)N2CCN(c3ccc(C(F)(F)F)cn3)CC2)c1
-5% | CC(=O)c1c(C)[nH]c(C(=O)COC(=O)CNS(=O)(=O)c2ccccc2)c1C
4% | CC(=O)c1c(C)[nH]c(C(=O)OCn2nnc3ccccc3c2=O)c1C
-5% | Cc1ccc2c(c1)N(C(=O)Nc1ccccc1)C(C)(C)CC2C (stereo not drawn)
-8% | COc1ccc(C2=NOC3(CC(=O)N(c4ccc(Cl)cc4)C3=O)C2)c(OC)c1 (stereo not drawn)
-17% | Cc1ccc(C(=O)NC2CCCCC2)cc1
-14% | O=C(C1CCN(S(=O)(=O)c2cccc3cccnc23)CC1)N1CCN(c2ccccn2)CC1

Sorted by value in EphA4 KYL inhibition (largest number first): 4 from the list above.
Molecule	EphA4 KYL inhibition
CC(=O)c1c(C)[nH]c(C(=O)OCn2nnc3ccccc3c2=O)c1C	4%
CN(CCCC(=O)Nc1ccncc1)S(=O)(=O)c1ccc(Cl)cc1	-5%
O=C(C1CCN(S(=O)(=O)c2cccc3cccnc23)CC1)N1CCN(c2ccccn2)CC1	-14%
Cc1ccc(C(=O)NC2CCCCC2)cc1	-17%

(cont.)
EphA4 KYL inhibition | canonical_smiles
-7% | Cc1cc(C(=O)Nc2c(C)nn(Cc3c(Cl)cccc3Cl)c2C)no1
14% | CNC(=O)Cc1csc2ccc(Cl)cc12
-2% | CC(Nc1cc(N2CCN(C)CC2)ccc1[N+](=O)[O-])C12CC3CC(CC(C3)C1)C2 (stereo not drawn)
13% | CC(SCC(=O)Nc1ccc(S(=O)(=O)N2CCCCC2)cc1)C(=O)O (stereo not drawn)
-19% | COc1cc(C)c(CNc2cc(C)cc(C)c2)cc1C
-8% | O=C1Nc2ccccc2C12OCCS2 (stereo not drawn)
-19% | COC(=O)c1sc(=S)sc1C(=O)OC
-4% | CC(C)[C@H](NC(=O)NCCc1ccc(Cl)cc1)C(=O)O

Going on with the list:
EphA4 KYL inhibition | canonical_smiles
-5% | c1ccc2c(c1)oc1c(N3CCOCC3)ncnc12
-6% | CCCCNC(=O)C1CCCN(S(=O)(=O)c2ccc(-n3cnnn3)cc2)C1 (stereo not drawn)
2% | O=c1c(-c2ccco2)[n+]([O-])c2ccccc2n1OCc1ccccc1
0% | CCCCOC(=O)Nc1cccc(C(=O)OCC)c1
8% | Cc1cc(C)nc(Nc2ncc(O)n2-c2ccccc2)n1
-11% | O=C(Cn1cnc2c(oc3ccccc32)c1=O)c1ccccc1
-11% | COc1ccc(OC2C(=O)N(Cc3ccc4c(c3)OCO4)C2c2cccs2)cc1 (stereo not drawn)
-1% | O=C(Nc1nnc(C2CCCO2)s1)c1ccc(Br)cc1 (stereo not drawn)

Continuation:
EphA4 KYL inhibition | canonical_smiles
-9% | CC(=O)Oc1ccc(/C=c2\sc3ncnn3c2=O)cc1
-40% | COc1cccc(CNC(=O)c2cc3c(C)nc4ccccc4c3o2)c1
-8% | Cn1c(SCC(=O)Nc2nc3ccccc3s2)nnc1-c1ccccc1
-10% | Cc1occc1C(=O)N/N=C/c1cccs1
7% | COc1cccc(C(=O)Nc2ccc3oc(-c4ccc(F)cc4Cl)nc3c2)c1
-18% | Cc1ccc(-c2nnc3c4ccccc4c(C)nn23)cc1NC(=O)CN1CCOCC1
-8% | Nc1nonc1-n1nncc1-c1ccccc1
-2% | CC(C)C(C(=O)O)N1C(=O)/C(=C/c2ccc3c(c2)OCO3)SC1=S (stereo not drawn)

(more compounds)
EphA4 KYL inhibition | canonical_smiles
10% | COc1ccc(C(=O)Nc2ccc3nn(-c4ccc(C)c(Cl)c4)nc3c2)cc1[N+](=O)[O-]
3% | NC(=O)SCC(=O)Nc1ccc(Br)cc1
-5% | COc1ccc(CNCCC(c2ccc(OC(C)C)cc2)C(C)C)cc1OC (stereo not drawn)
-4% | CCn1nnnc1SCC(=O)N(C1CCCCC1)C1CCCCC1
-6% | Cn1c(=N)n(CC(O)c2cccc3ccccc23)c2ccccc21 (stereo not drawn)
-4% | CCc1cc(=O)oc2cc(OC(C)C(=O)O)c(Cl)cc12 (stereo not drawn)
-4% | CCCCCC(=O)Nc1ccc2oc(-c3ccncc3)nc2c1
-6% | Cc1ccc(CSc2nnc(NC(=O)C3COc4ccccc4O3)s2)cc1 (stereo not drawn)

(more compounds)
EphA4 KYL inhibition | canonical_smiles
3% | CCC(=O)Nc1ccc(NC(=O)c2ccco2)cc1
-12% | Cc1ccc(-c2nn(-c3ccccc3)cc2/C=N/NS(=O)(=O)c2ccccc2)cc1
0% | O=C(NC(Cc1ccccc1)C(=O)O)/C(=C\c1ccc(F)cc1)NC(=O)c1ccccc1 (stereo not drawn)
-4% | N=c1n(CCN2CCCCC2)c2ccccc2n1CC(O)COc1ccccc1 (stereo not drawn)
-7% | O=C(O)CCCNC(=O)COc1ccccc1
-7% | CC1CCC(C(C)C)C(OC(=O)CSc2nnc(N)s2)C1 (stereo not drawn)
24% | O=C1NC(=S)N(c2ccc(Cl)cc2)C(=O)/C1=C\c1ccc(-c2cccc(C(=O)O)c2)o1
2% | Cc1ccccc1-n1nnnc1SC1CCOC1=O (stereo not drawn)

Following part:
EphA4 KYL inhibition | canonical_smiles
-3% | COCCNC(=O)CN1c2ccccc2CC1C (stereo not drawn)
-14% | CCOc1ccc(NC(=O)C2CCCN(S(=O)(=O)c3c(C)nn(C)c3C)C2)cc1 (stereo not drawn)
0% | COc1cc(CNn2nnnc2N)ccc1OCC(=O)NC(C)(C)C
-11% | CCN(CCCNC(=O)CN(C)S(=O)(=O)c1cccc2nsnc12)c1ccccc1
-17% | Cc1cccc(C(=O)Nc2nnc(Cc3c[nH]c4ccccc34)s2)c1
-4% | Cc1ccc(C(=O)N2CCCC2)cc1Br
2% | Cc1nnc(NC(=O)Oc2ccccc2)s1
-1% | Cc1cccc(N(C(=O)CNC(=O)c2cccs2)C(C(=O)NC2CCCC2)c2cccnc2)c1 (stereo not drawn)

Going on with the list.
EphA4 KYL inhibition | canonical_smiles
-8% | O=C(/C=C/c1ccc(OCCCF)cc1)NCc1cccc(Cl)c1
-6% | NC(=O)CN1CCOCCOCCOCCOCCOCC1
-2% | COc1cc(OC)cc(C(=O)Nc2ccccc2C(=O)N2CCCC2)c1
29% | Cc1cc(=O)oc2cc(OC(C)C(=O)N3CCOCC3)ccc12 (stereo not drawn)
21% | Cc1ccc(NC(=S)/C(=C(\[O-])c2ccc(C)c([N+](=O)[O-])c2)[n+]2ccccc2)cc1C
-20% | O=C(CCCc1ccccc1)NC1CCSC1=O (stereo not drawn)
8% | CCCCN(CCCNC(=O)C1CCN(S(=O)(=O)N2CCOCC2)CC1)Cc1ccccc1
-19% | Cc1nn(C)c(Oc2ccc(Cl)cc2)c1C(=O)Nc1ccc(F)cc1F

7 neighbouring entries out of the list so far, for reference:
EphA4 KYL inhibition | canonical_smiles
2% | Cc1nnc(NC(=O)Oc2ccccc2)s1
-1% | Cc1cccc(N(C(=O)CNC(=O)c2cccs2)C(C(=O)NC2CCCC2)c2cccnc2)c1 (stereo not drawn)
-8% | O=C(/C=C/c1ccc(OCCCF)cc1)NCc1cccc(Cl)c1
-6% | NC(=O)CN1CCOCCOCCOCCOCCOCC1
-2% | COc1cc(OC)cc(C(=O)Nc2ccccc2C(=O)N2CCCC2)c1
29% | Cc1cc(=O)oc2cc(OC(C)C(=O)N3CCOCC3)ccc12 (stereo not drawn)
21% | Cc1ccc(NC(=S)/C(=C(\[O-])c2ccc(C)c([N+](=O)[O-])c2)[n+]2ccccc2)cc1C

The listing picks up, starting 3 compounds before the break.
EphA4 KYL inhibition | canonical_smiles
-20% | O=C(CCCc1ccccc1)NC1CCSC1=O (stereo not drawn)
8% | CCCCN(CCCNC(=O)C1CCN(S(=O)(=O)N2CCOCC2)CC1)Cc1ccccc1
-19% | Cc1nn(C)c(Oc2ccc(Cl)cc2)c1C(=O)Nc1ccc(F)cc1F
2% | O=C(Nc1cccc(-c2cn3ccccc3n2)c1)c1ccccc1Cl
8% | COc1ccc(CSc2nnnn2C)cc1F
15% | Cc1ccc(-c2ccc(/C=C3\C(=O)ON=C3c3ccccc3)o2)c([N+](=O)[O-])c1
-10% | COc1ccccc1NC(=O)CSc1nc2ccccc2n1C(C)=O
3% | COc1ccc(CNC(C)C2COc3ccccc3O2)c(OC)c1 (stereo not drawn)
4% | COCCNC(=O)C(C)Oc1ccc(Cl)cc1Cl (stereo not drawn)
-6% | COc1ccc(OC(C)C(=O)Nc2ccc(OC)cc2OC)cc1 (stereo not drawn)
-3% | CC(C)C(=O)Nc1ccc(N2CCN(S(C)(=O)=O)CC2)cc1

New compounds follow.
EphA4 KYL inhibition | canonical_smiles
2% | CO/N=C(/CNC(=O)c1ccccc1Cl)c1ccc(Cl)cc1
-4% | COc1ccc(C2Nc3ccccc3C(=O)N2c2ccc(C)cc2)cc1Cn1nc(C)c([N+](=O)[O-])c1C (stereo not drawn)
-11% | O=C(O)c1ccc2nc(CO)[nH]c2c1
-4% | Cc1cc(O)c(C(C)C)cc1NC(=O)c1cccc(Cl)c1
2% | O=C(CCCC(=O)N(c1ccc2c(c1)OCCO2)C(C(=O)NC1CCCCC1)c1ccc(F)cc1)Nc1ccccn1 (stereo not drawn)
0% | O=C1NC(=S)N(c2ccc(Br)cc2)C(=O)/C1=C/c1ccc(O)c(Cl)c1
10% | CCN(CC)c1ccc(NC(=O)/C=C/c2cc(OC)ccc2OC)cc1
2% | O=C(OCc1ccccc1)N1CCOCCOCCN(C(=O)OCc2ccccc2)CCOCCOCC1

Continuation.
EphA4 KYL inhibition | canonical_smiles
-2% | CC[n+]1ccc(C)c2cc(S(=O)C(F)(F)F)ccc21 (stereo not drawn)
-2% | Nc1ccc(Cc2nc3c(ccc4ccccc43)[nH]2)cc1
-6% | CCN(CC)C(=O)c1cc2c(=O)n3cccc(C)c3nc2n1C
-30% | CC(C)OC(=O)C(CC(=O)O)NCc1ccccc1 (stereo not drawn)

The list is partial. The share of hits here may be higher or lower than overall.
